Neddylation inh: blocks human cullin neddylation; P61081+Q13564; TR-FRET cullin neddylation, biochemical; calls only at 25 µM; 360,000 tested, 0.58% active; AID 651699; in the data active = inhibition above about 36%
NRP1-CendR mod: NRP-1/CendR interaction modulation | O14786 | FAM-RPARPAR peptide binding to NRP-1, fluorescence polarization | inhibition, % at 25 µM | 360,000 tested, 0.85% active;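 active = inhibition or corrected inhibition above about 18%, plus a signal ratio from 0.5 to 1.5, limit read from the data, passing the limit was not always enough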; also: strong numbers were not always called active
MT1-MMP act inh: inhibitors of human MT1-MMP activation | P50281 | HT1080 RFP-PRO-GFP cells, GFP/RFP ratio fluorescence, overnight; percent of plate control window, DMSO zero | GFP/RFP ratio change, % at 20 µM | 360,000 tested, 0.061% active;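 active = GFP/RFP ratio change of at least 30% with cell ATP level not reduced by more than half and red fluorescence within 50% of control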; also: strong numbers were not always called active
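Compound: 20 µM single dose, 1% DMSO / System: HT1080 RFP-PRO-GFP cells / Controls: DMSO and RFP-L50D-GFP cell wells / Read-out basis: GFP/RFP fluorescence ratio / Schedule: overnight compound exposure at 37 °C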
eLon inh: inhibits E. coli Lon protease; inhibition, % at 7.94 µM; P0A9M0; purified E. coli Lon protease, fluorescence polarization; 360,000 tested, 0.42% active; AID 602123; in the data active = inhibition above about 13%, passing the limit was not always enough;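 also: 0% = enzyme with probe and DMSO and 100% = no enzyme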
Target sequence (P0A9M0 whole entry, looked up): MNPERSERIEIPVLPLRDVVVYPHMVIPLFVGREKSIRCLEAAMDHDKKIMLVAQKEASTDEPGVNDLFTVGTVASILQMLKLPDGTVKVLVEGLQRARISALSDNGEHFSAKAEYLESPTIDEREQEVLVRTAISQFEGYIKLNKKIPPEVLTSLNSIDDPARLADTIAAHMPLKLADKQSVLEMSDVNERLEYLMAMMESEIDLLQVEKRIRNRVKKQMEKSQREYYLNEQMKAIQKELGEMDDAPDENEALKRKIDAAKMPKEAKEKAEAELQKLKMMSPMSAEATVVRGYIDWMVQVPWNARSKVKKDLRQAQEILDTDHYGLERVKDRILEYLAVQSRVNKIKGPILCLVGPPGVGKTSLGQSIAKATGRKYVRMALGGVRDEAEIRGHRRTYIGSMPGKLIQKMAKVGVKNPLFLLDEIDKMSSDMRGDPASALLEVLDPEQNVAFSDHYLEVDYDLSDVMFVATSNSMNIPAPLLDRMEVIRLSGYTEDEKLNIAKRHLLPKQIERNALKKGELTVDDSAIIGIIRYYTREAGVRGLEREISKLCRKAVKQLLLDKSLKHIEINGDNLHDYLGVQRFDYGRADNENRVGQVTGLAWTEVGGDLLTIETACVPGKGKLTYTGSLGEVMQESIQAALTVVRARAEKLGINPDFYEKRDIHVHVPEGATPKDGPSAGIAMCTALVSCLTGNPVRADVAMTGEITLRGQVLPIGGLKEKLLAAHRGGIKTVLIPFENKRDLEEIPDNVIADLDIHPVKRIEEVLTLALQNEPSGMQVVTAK
SKN-1 inh: C. elegans SKN-1 inhibition; 360,000 tested, 0.49% active; C. elegans VP596 Pgst-4::GFP/RFP ratio, acrylamide-induced, 24 h; AID 624304; inhibition, % at 21.8 µM;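 active = interference check ratio from 0.5 to 1.5 plus GFP to RFP signal ratio inhibition reaching or exceeding a fixed threshold, cut at about 30% in these data, passing the limit was not always enough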; also: some compounds called inactive have numbers as strong as hits
FAS-TE inh: blocks the thioesterase domain of human fatty acid synthase; P49327; recombinant FAS-TE, OMFH fluorogenic substrate, fluorescence endpoint; inhibition, % at 15 µM; 360,000 tested, 0.67% active; AID 602261;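 active = compounds whose normalised, plate-corrected inhibition of enzyme fluorescence in the single-dose primary screen is 50% or more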;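 also: 0% = DMSO with enzyme and 100% = substrate without enzyme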
PABP1 MLLE inh: blocks PAM2 peptide binding to the PABP1 MLLE domain; GST-MLLE / FITC-PAM2 fluorescence polarization; 360,000 tested, 0.36% active; inhibition, % at 20 µM; AID 588489; in the data active = inhibition above about 35%, passing the limit was not always enough;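 also: plate controls were DMSO wells with GST-MLLE for no effect and wells lacking GST-MLLE protein for full effect; some results filed as inactive read as strong as hits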
Rin1-Abl PPI inh: inhibitors of human Rin1-Abl protein interaction; P00519+Q13671; TR-FRET Rin1/Abl binding, biochemical; inhibition, % at 7.35 µM; 360,000 tested, 0.4% active; AID 588664; in the data active = inhibition above about 5%, passing the limit was not always enough
bovine MsrA act: bovine methionine sulfoxide reductase A activation; AID 602163; activation, % at 10.6 µM; 360,000 tested, 0.3% active; purified bovine MsrA, absorbance read-out; in the data active = activation above about 7.5%;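 also: 0% = vehicle and 100% = reference activator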
* = called active by the depositor; i = inactive; . = not tested or not shown; + = active, no number.

SMILES | Neddylation inh | NRP1-CendR mod | MT1-MMP act inh | eLon inh | SKN-1 inh | FAS-TE inh | PABP1 MLLE inh | Rin1-Abl PPI inh | bovine MsrA act
Cc1ccc(C)c(N2N=C(C(=O)Nc3ccccc3N3CCCC3)CCC2=O)c1 | i | 8.0 | -6.7 | 8.3 | 5.9 | 11.1 | 14.5 | 2.4 | -1.6
NS(=O)(=O)c1cccc(NC(=O)CSc2nc3ccc(Cl)cc3[nH]2)c1 | i | -6.9 | 7.3 | -9.9 | 11.4 | 2.2 | -75.3 | 0.1 | -1.6
CCOC(=O)c1c(C)[nH]c(C)c1C(=O)CN1C(=O)NC2(CCC(C)CC2)C1=O (configuration not stated) | i | -7.3 | 8.5 | -5.5 | -14.1 | -7.5 | -15.0 | -4.7 | -11.8
CC(=O)c1ccc(-c2ccc([C@H]3[C@H]4C=CC[C@@H](C)[C@@H]4C(=O)N3Cc3ccccc3)c(F)c2)cc1 | i | -4.2 | 4.3 | -6.6 | 11.2 | 27.1 | 10.0 | 3.7 | -1.4
O=c1cc(CN2CCCC2)c2c(ccc3ccccc32)o1 | . | 10.1 | -1.3 | -9.8 | 2.4 | 6.4 | -5.1 | -4.0 | -4.0
CCN(CC(=O)N1CCCCC1)S(=O)(=O)c1ccccc1 | i | -3.1 | 3.2 | -9.3 | 5.6 | -3.7 | -10.1 | -1.6 | -5.7
COc1ccc2cc(S(=O)(=O)N3CCCC(C)C3)ccc2c1 (configuration not stated) | i | -2.9 | -1.8 | -9.3 | -7.8 | 16.1 | -7.5 | 0.1 | -10.9
COc1ccc(OCC(O)CNS(=O)(=O)c2cccs2)cc1 (configuration not stated) | i | -10.3 | 1.1 | -4.1 | -3.2 | -1.9 | -0.2 | -2.2 | -1.6
COc1cc(OC)cc(C(=O)NC(=S)N(Cc2ccccc2)C(C)C)c1 | i | -4.8 | 2.4 | 5.6 | 14.2 | 3.9 | 17.2 | -0.5 | -3.1
CC1CCCCN1c1nnc(NC(=O)c2cc(-c3ccc(Br)cc3)on2)s1 (configuration not stated) | i | 0.6 | -3.7 | -3.8 | 5.5 | 13.4 | -6.5 | 2.5 | 0.3
Cc1nc(NCc2ccco2)c2cn[nH]c2n1 | i | 27.7* | 3.4 | 6.8 | -6.1 | -8.3 | 16.5 | 2.6 | -3.4
O=C(CNCc1ccco1)Nc1cc(S(=O)(=O)N2CCOCC2)ccc1N1CCOCC1 | i | 6.7 | -2.3 | -4.7 | 7.2 | -9.8 | 3.8 | 3.7 | -3.5
COc1ccc(S(=O)(=O)N(CC(=O)N2CCCC2)Cc2ccccc2)cc1 | i | 6.0 | -2.1 | -6.2 | 1.0 | -8.2 | -13.7 | -0.2 | -0.3
CCOC(=O)C1CCN(C(=O)CN(c2cc(Cl)ccc2OC)S(=O)(=O)c2ccccc2)CC1 | i | -8.3 | -1.9 | -12.3 | 13.0 | 10.9 | -3.6 | -3.7 | -1.1
C=C(C)C(=O)N1CC2(CC(c3cccc(NC(=O)CC)c3)=NO2)C[C@H]1C(N)=O (some centres not stated) | i | 17.3 | 2.2 | -11.3 | -1.6 | -8.0 | -0.8 | 2.7 | -2.8
CCOC(=O)CNC(=O)N1CCCC(C(=O)c2cc(C)c(OC)c(C)c2)C1 (configuration not stated) | i | -8.8 | -2.1 | 6.2 | 8.3 | -4.5 | 2.9 | -3.5 | -0.3
CCC(=O)N1N=C(c2cccs2)CC1c1ccc(C)cc1 (configuration not stated) | + | -0.5 | -3.8 | -5.3 | -3.7 | 4.9 | 8.1 | 0.5 | 0.5
COc1ccc2oc(=O)c(-c3ccccc3C(=O)N3CCOCC3)cc2c1 | . | -2.9 | 0.1 | -1.1 | -6.6 | -5.3 | 22.9 | 2.2 | -2.4
COc1cc2c(cc1OC)CN(CC(=O)Nc1ccc(C)cc1)CC2 | i | 0.2 | 2.9 | -2.1 | 22.2 | -2.3 | -13.7 | 0.3 | -1.0
O=C(NCCc1c[nH]c2ccccc12)/C(=C/c1cccnc1)NC(=O)c1ccccc1 | i | 1.6 | 3.4 | -3.1 | 5.9 | -4.1 | 6.1 | 0.7 | -6.3
COC(=O)N/N=C\c1ccc(-c2cc(Cl)c(Cl)cc2Cl)o1 | i | -9.4 | -2.1 | -3.5 | 7.5 | -7.4 | 2.8 | 2.3 | -0.9
CC(C)[C@H](NC(=O)OC(C)(C)C)c1cc(C(=O)NCCO)c(N)s1 | i | -9.9 | 3.7 | . | -9.4 | . | . | . | .
O=C(O)C1C2C=CC(C2)C1C(=O)Nc1ccc(Cl)c(Cl)c1 (configuration not stated) | i | 6.1 | -0.5 | -3.3 | 19.1 | -1.0 | -2.8 | 2.1 | -2.1
Cc1cc(C)n(-c2ccc([N+](=O)[O-])cc2-c2nn[nH]n2)n1 | i | -1.9 | 0.3 | -1.6 | 5.1 | -0.3 | -4.7 | 2.9 | -2.3
O=C(Nc1ccc(F)cc1)C1CCN(S(=O)(=O)c2ccc3[nH]c(=O)oc3c2)CC1 | i | 8.3 | 1.0 | -2.3 | 12.0 | -6.8 | -3.9 | 2.9 | 0.1

Some entries already given, reduced to FAS-TE inh and Neddylation inh.
SMILES	FAS-TE inh	Neddylation inh
COc1ccc2oc(=O)c(-c3ccccc3C(=O)N3CCOCC3)cc2c1	-5.3	.
COc1cc2c(cc1OC)CN(CC(=O)Nc1ccc(C)cc1)CC2	-2.3	i
O=C(NCCc1c[nH]c2ccccc12)/C(=C/c1cccnc1)NC(=O)c1ccccc1	-4.1	i
COC(=O)N/N=C\c1ccc(-c2cc(Cl)c(Cl)cc2Cl)o1	-7.4	i

Next section:
SMILES | Neddylation inh | NRP1-CendR mod | MT1-MMP act inh | eLon inh | SKN-1 inh | FAS-TE inh | PABP1 MLLE inh | Rin1-Abl PPI inh | bovine MsrA act
CNC(=O)CSc1nnc(-c2ccco2)n1-c1cc(C)ccc1C | i | 9.4 | 1.2 | -2.5 | -4.8 | -7.6 | -4.0 | 3.0 | -2.2
COc1cccc(OCC(O)CN2CCN(CCO)CC2)c1 (configuration not stated) | i | 8.4 | -0.9 | -2.0 | -20.4 | -7.5 | 9.0 | -0.5 | -11.3
Cc1ccc(Nc2ccc(C(N)=O)cc2[N+](=O)[O-])cc1 | i | 7.6 | 3.9 | -6.3 | 1.6 | -5.5 | -1.6 | -5.9 | -8.1
CN(C)CCNc1nc(-c2ccccc2)nnc1C(F)(F)F | i | -3.5 | 6.3 | -6.3 | 4.1 | -9.5 | 14.5 | 2.9 | -7.0
O=S(=O)(NC1CCCC1)c1cccc(-c2nnc(-c3ccccc3)o2)c1 | i | -4.4 | -0.9 | 1.9 | 9.5 | 27.3 | -1.6 | 2.3 | -4.2
COc1ccc(-c2nsc3c(N4CCCCC4)ncnc23)cc1 | i | 8.7 | 4.9 | 2.2 | 18.7 | 19.3 | -15.4 | -2.5 | -0.7
COC(=O)c1ccc(C2NC(=O)c3c(sc(C)c3C)N2)cc1 (configuration not stated) | i | -9.4 | -5.2 | -11.3 | 10.8 | -1.0 | 4.3 | 2.0 | -1.0
O=C(Cn1c(=O)oc2ccccc21)N1CCCCC1 | i | 10.7 | -2.1 | -5.3 | -1.1 | -8.1 | 0.0 | 3.2 | -8.2
Cc1cc(OCC(=O)NNC(=O)c2cccnc2)cc(C)c1Cl | i | 4.4 | 0.4 | 8.1 | 7.5 | 1.2 | 3.4 | -2.0 | -2.1
O=C(NC1CCCCC1)c1cc(N2C(=O)CCC2=O)ccc1Cl | i | 1.7 | -3.2 | -6.7 | 2.7 | -5.4 | -1.5 | 1.7 | -11.0
Cc1ccc(C(=O)N2CCCC(C(=O)Nc3cccc(-c4ccc(F)cc4)c3)C2)cn1 (configuration not stated) | i | -2.6 | 3.0 | 7.2 | 10.9 | 1.4 | 6.2 | 1.8 | -0.5
Cc1cccc(OCCC(=O)OCC(=O)N2c3ccccc3NC(=O)C2(C)C)c1 | i | 9.0 | 2.7 | 1.1 | 23.4 | 5.0 | -6.5 | -3.6 | -0.5
CC(=O)c1cc(Cl)ccc1OC(=O)c1ccco1 | i | -6.0 | -1.2 | -7.9 | 4.2 | 0.8 | 5.7 | 0.5 | 0.6
CSCC(=O)N1CCCC(N2CCN(c3cccc(C(F)(F)F)c3)CC2)C1 (configuration not stated) | i | -0.8 | 1.5 | 10.6 | 0.6 | -1.0 | 0.8 | 1.7 | -1.0
CN(C(=O)COC(=O)c1nc(Cl)ccc1Cl)C1CCS(=O)(=O)C1 (configuration not stated) | i | 7.9 | -2.9 | -10.0 | 11.5 | -3.8 | 3.8 | 4.4 | -2.0
CCOc1ccc(-c2nnn(CC(=O)Nc3cc(OC)ccc3OC)n2)cc1OCC | i | 12.6 | 1.8 | -8.9 | 6.7 | -3.9 | -5.6 | 1.2 | -2.5
CC(=O)NC1=NN(C(C)=O)C(c2ccco2)S1 (configuration not stated) | i | -15.0 | 3.5 | 3.5 | -4.3 | -0.8 | 5.8 | -1.9 | -11.0
O=c1[nH]n(-c2cccc3cccnc23)c(=O)c2ccccc12 | i | 13.8 | 4.1 | -6.9 | 14.7 | -3.0 | -1.1 | -1.2 | -0.4
O=C(CNC(=O)c1cccs1)NC1=NCCS1 | i | -3.5 | -3.7 | -5.3 | 13.6 | -8.6 | 29.9 | 3.1 | -2.4
CCCCNC(=S)N(Cc1c(C)noc1C)c1ccccc1 | i | -0.9 | 1.5 | -9.4 | 1.5 | -6.2 | -48.5 | -2.1 | -3.4
Cc1nn(C2CCS(=O)(=O)C2)c(Cl)c1/C=C/C(=O)OCC(N)=O (configuration not stated) | i | 0.9 | 0.5 | -0.5 | 5.9 | -4.0 | -2.3 | -0.7 | -2.4
CCc1[nH]c(=O)c(C#N)c2c1CSC(C)(C)C2 | i | -7.2 | 3.1 | -0.9 | 16.2 | -4.2 | 8.6 | 2.5 | -4.5
Cc1nc2c(C(=O)NCc3ccc(F)cc3)c[nH]n2c(=O)c1Cl | i | -1.9 | 4.2 | 2.0 | 0.7 | -2.6 | 6.2 | -2.5 | 1.6
Cc1ccc(S(=O)(=O)N2CCN(C(=O)COC(=O)c3ccc(Cl)nc3)CC2)c(C)c1 | i | 12.6 | -2.7 | 2.3 | 5.8 | 7.4 | -10.5 | -1.9 | -0.2
COc1ccc(C2C(C(C)=O)=C(Nc3ccccc3)CC(C)(O)C2C(C)=O)cc1OC (configuration not stated) | i | -19.4 | -15.0 | -3.3 | 17.7 | -1.3 | -2.8 | -0.9 | -2.1
COc1ccc(C)cc1NCc1ccc(OC)c(C)c1OC | i | 15.9 | -0.3 | 0.5 | -6.0 | 18.3 | 6.2 | 2.2 | -4.5
COc1ccc(S(=O)(=O)NCc2cccnc2)cc1C(=O)NC1CCCCC1 | i | -10.5 | 0.6 | -3.5 | 4.5 | -1.9 | -18.6 | -2.8 | -2.8
O=C(OCc1ccco1)c1ccc(S(=O)(=O)N2CCCCC2)cc1 | i | -26.1 | -2.4 | -11.8 | 8.6 | 3.3 | 12.2 | -1.5 | -4.5
CCC(=O)N(Cc1cc(=O)[nH]c2ccccc12)c1ccc(C)cc1C | i | 6.7 | -1.9 | -1.4 | -0.7 | -4.3 | 5.3 | -1.5 | -4.6

Reprinted at random: three records from the list, in no set order.
SMILES | Neddylation inh | NRP1-CendR mod | MT1-MMP act inh | eLon inh | SKN-1 inh | FAS-TE inh | PABP1 MLLE inh | Rin1-Abl PPI inh | bovine MsrA act
CC(=O)c1cc(Cl)ccc1OC(=O)c1ccco1 | i | -6.0 | -1.2 | -7.9 | 4.2 | 0.8 | 5.7 | 0.5 | 0.6
O=S(=O)(NC1CCCC1)c1cccc(-c2nnc(-c3ccccc3)o2)c1 | i | -4.4 | -0.9 | 1.9 | 9.5 | 27.3 | -1.6 | 2.3 | -4.2
CCc1[nH]c(=O)c(C#N)c2c1CSC(C)(C)C2 | i | -7.2 | 3.1 | -0.9 | 16.2 | -4.2 | 8.6 | 2.5 | -4.5
